High-throughput results from PubChem BioAssay.
HCV inhibitor = HCV inhibition; Huh7.5.1 HCVcc-Cre infection, luciferase reporter, 44 h; Potency, µM (highest dose often 41.8 µM), for inactives: at the top dose activity change, negative = inhibition, actives largely listed as inhibitors; 340,000 tested, 3.4% active; AID 651820; note: potency is the fitted concentration of half-maximal effect
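Reporter virus HCVcc-Cre (~0.5 moi) infects cells exposed to compound; seeding density 1,000 cells/well with 4 h settling beforehand. Luminescence, 15 sec read, taken 44 h post-infection following a 15 min RT substrate incubation.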
HCMV inh = blocks human cytomegalovirus replication | 410,000 tested, 4.5% active | activity change, negative = inhibition, % at 57.5 µM | AID 1259415 | HFF cells, HCMV-luciferase reporter, 72 h; stronger effect = lower value; in the data active = activity change below about -60%; inconclusive = no clear call, values can overlap the other calls; inactive = above about -39%
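Steps: HFFs plated, 16 h 37C; compounds added; HCMV-luciferase added to MOI 1 PFU/cell; 72 h 37C; OneGlo reagent, 5 min room temperature; luminescence read, normalized to controls.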
FBPA Giardia inh = inhibitors of Giardia lamblia fructose-1,6-bisphosphate aldolase; A8B2U2; purified Giardia FBPA; Potency, µM (series often up to 59.6 µM), for inactives: at the highest dose activity, negative = inhibition, hits mostly inhibitors; 290,000 tested, 0.71% active; AID 2451; note: potency is the fitted concentration of half-maximal effect; nearly all actives have a fitted effect of over 55% in size
Target sequence (A8B2U2 whole entry, looked up): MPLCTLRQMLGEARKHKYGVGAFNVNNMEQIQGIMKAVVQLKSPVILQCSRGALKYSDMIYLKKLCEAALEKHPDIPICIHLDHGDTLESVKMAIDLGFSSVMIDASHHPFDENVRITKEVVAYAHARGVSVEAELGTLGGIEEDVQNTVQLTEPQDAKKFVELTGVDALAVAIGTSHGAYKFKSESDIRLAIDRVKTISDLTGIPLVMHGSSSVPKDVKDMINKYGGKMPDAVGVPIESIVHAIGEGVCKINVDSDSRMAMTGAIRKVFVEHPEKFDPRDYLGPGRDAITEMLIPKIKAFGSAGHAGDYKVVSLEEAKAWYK
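Giardia FBPA (40 nM reagent) was preincubated 10 min at RT with compound (up to 57.5 uM final), then substrate plus GAPDH/TPI/NAD/arsenate coupling system with diaphorase/resazurin was added; resorufin fluorescence (525/598 nm) was read after 20 min.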
Sm TGR inh = inhibitors of Schistosoma mansoni thioredoxin glutathione reductase; 360,000 tested, 3% active; Q962Y6; Potency, µM (titrated, usually from 114 µM), for inactives: at the top dose activity change, negative = inhibition, actives largely listed as inhibitors; purified TGR, DTNB reduction, TNB absorbance 405 nm; note: potency is the fitted concentration of half-maximal effect; nearly all actives have a fitted effect of over 60% in size
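First, TGR (20 nM dispensed) and NADPH were mixed with compound. Second, a 15 min room-temperature incubation followed. Third, further NADPH and then DTNB were added to start the reaction. Finally, TNB absorbance was monitored kinetically.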
AmpC inh no detg = blocks E. coli AmpC beta-lactamase in detergent-free assay; 330,000 tested, 0.52% active; Potency, µM (top dose mostly 57.1 µM), without a hit: at the top dose activity change, negative = inhibition, most hits filed as inhibitors; AmpC nitrocefin hydrolysis, absorbance 480 nm, 0.0001% Triton; P00811;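 note: potency is the fitted concentration of half-maximal effect; plate controls were no compound for no effect and no enzyme for full effect; nearly all actives have a fitted effect of over 20% in size; some results filed as inactive show a strong effect at the top dose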
Target sequence (P00811 whole entry, looked up): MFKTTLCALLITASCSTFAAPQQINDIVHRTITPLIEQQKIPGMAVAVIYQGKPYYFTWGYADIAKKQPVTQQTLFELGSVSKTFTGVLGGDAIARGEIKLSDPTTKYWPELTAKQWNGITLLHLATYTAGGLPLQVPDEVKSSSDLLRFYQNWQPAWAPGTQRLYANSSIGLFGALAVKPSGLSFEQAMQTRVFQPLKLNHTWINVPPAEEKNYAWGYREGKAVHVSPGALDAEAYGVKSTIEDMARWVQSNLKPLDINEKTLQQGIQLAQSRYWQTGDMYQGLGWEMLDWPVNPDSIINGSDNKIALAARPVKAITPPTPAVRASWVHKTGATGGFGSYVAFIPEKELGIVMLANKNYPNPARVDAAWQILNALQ
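AmpC (5.3 nM in the dispensed reagent) in 20 mM phosphate pH 7.0 with 0.01% (detergent screen) or 0.0001% Triton X-100 was preincubated with compounds for 15 min at room temperature. Nitrocefin was then added from an 800 uM solution, and hydrolysis was followed at 480 nm.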
AmpC inh detg = blocks E. coli AmpC beta-lactamase in detergent assay | AmpC hydrolysis of nitrocefin, absorbance 480 nm, 0.01% Triton | P00811 | AID 485294 | 370,000 tested, 0.041% active | Potency, µM (series often up to 114 µM), without a hit: at the highest dose activity change, negative = inhibition, usual class: inhibitors;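 note: potency is the fitted concentration of half-maximal effect; 0% = no-compound wells and -100% = no-enzyme wells; nearly all actives have a fitted effect of over 25% in size; some results filed as inactive show a strong effect at the top dose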
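20 mM phosphate pH 7.0 + 0.01% (detergent screen) or 0.0001% Triton X-100; 5.3 nM AmpC reagent; cpd preinc 15 min RT; nitrocefin (800 uM stock) to start; A480 q20 s × 4 min; Activity was normalised to no-enzyme and no-compound control wells.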
An asterisk follows results filed as active; ? = inconclusive; · = not tested or not shown; [ ] = remark or other dose. Unless noted, calls come from the whole dose curve; as a rule, active = well fitted curve in the direction sought with a large enough effect; inconclusive = small, poorly fitted or top-dose-only effect, or another doubt; inactive = no such curve, though single readings can be large; an effect the other way counts as inactive or inconclusive. Unless noted, % is set by controls: 0 for no effect and ±100 for the full control effect.

SMILES	HCV inhibitor	HCMV inh	FBPA Giardia inh	Sm TGR inh	AmpC inh no detg	AmpC inh detg
CC(C)(C)c1ccc(N2C(=O)CC(c3ccccc3)C2=O)cc1 (stereo unspecified)	18%	-14	5%	6%	-16%	-17%
O=C(NCCN1CCCCC1)Nc1ccc(F)cc1F	8%	12	-1%	10%	-8%	?
CC(NS(=O)(=O)c1ccccc1)C(=O)NCCc1ccccn1 (stereo unspecified)	10%	-15	-2%	4%	-4%	0%
CC(CNS(=O)(=O)c1ccccc1)Sc1ncccn1 (stereo unspecified)	-2%	109	0%	11%	-9%	0%
COc1ccc(N2C(=O)[C@H]3CCC=C[C@H]3[C@@H]2c2ccccc2Br)cc1	-13%[8.37 µM]	0	1%	·	16%	·
CC#CC(=O)NCC1(N(C)Cc2ccccc2)Cc2ccccc2C1	-4%	?	9%	-1%	12%	-5%
CCC(C)NC(=O)c1nn(-c2ccc(C)cc2)c(=O)n(C)c1=O (stereo unspecified)	·	-22	·	-3%	·	0%
CC(O)c1nc2ccccc2n1C/C=C/c1ccccc1 (stereo unspecified)	2%	61	0%	-2%	0%	-2%
CCCOC(=O)CCNc1n[nH]c(=O)[nH]c1=O	-15%	23	-8%	6%	-21%	5%
Cc1ccc(Cc2c(C)nc3nc(SCC(=O)NCCCN4CCCC4)nn3c2C)cc1	-26%	-4	-24%	-10%	77%[activator]	2%
COC(=O)c1ccc(C(=O)NC2CCSc3ccccc32)cc1 (stereo unspecified)	-4%	7	9%	3%	-50%	-1%
CCN(CC)CCNC(=O)Cn1ncc2c3ccccc3n(Cc3ccc(Cl)cc3)c2c1=O	·	11	·	2%	·	20%
COc1cccc(OCc2nc3ccccc3c(=O)n2N)c1	14%	66	0%	-29%	-19%	-4%
O=C(OCc1ccc([N+](=O)[O-])cc1)C1CC(=O)N(Cc2ccccc2)C1 (stereo unspecified)	16%	-23	·	·	18%	·
CCOC(=O)c1c(NC(=O)COC(=O)c2cnc(C)cn2)sc(C(=O)N(C)C)c1C	-29%	-35	·	-1%	0%	0%
COCC(=O)NCc1nc2ccccc2n1Cc1ccccc1F	-15%	-7	1%	-7%	1%	-9%
CCC(=O)N(CCc1ccccc1)Cc1cc2cc(OC)ccc2[nH]c1=O	-4%	-20	-1%	-2%	-12%	2%
CCc1nc(SC)ncc1C(=O)N1CCN(c2cc(Cl)ccc2C)CC1	·	-1	·	-18%	·	6%
CN(C)c1ccc(C(CNC(=O)COc2ccccc2)N2CCOCC2)cc1 (stereo unspecified)	·	-26	·	2%	·	?
COc1ccccc1C(CNC(=O)CNC(=O)c1ccc(C)c(C)c1)N1CCCC1 (stereo unspecified)	-16%	-7	·	0%	-10%	4%
COc1ccc(S(=O)(=O)NCc2ccc(C(=O)N3CCc4ccccc4C3)cc2)cc1	?	1	9%	4%	-2%	-10%
CCCS(=O)(=O)N1CCCC(C(=O)N2CCN(C(=O)OCC)CC2)C1 (stereo unspecified)	5%	-6	2%	0%	-11%	1%
Cc1nc(S/C(=C\c2ccc(OCc3ccccc3Cl)cc2)C(=O)O)n[nH]1	-6%	33	6%	-9%	-24%	-9%
Cc1ccc(C(=O)/C=C/Nc2ccccc2C(N)=O)o1	-28%	53	-12%	?	·	0%
CCOc1ccc(C(=O)COC(=O)c2ccc(-n3cnnn3)cc2)cc1	9%	23	·	5%	-45%	-1%
Cc1cccc(NC(=O)CC2C(=O)NC3CCCCC3N2C(=O)c2ccccc2Cl)c1 (stereo unspecified)	-22%	-22	6%	-6%	22%	4%
CCN1CCN(C(C(=O)NC2CCCC2)c2cc3c(cc2[N+](=O)[O-])OCO3)CC1 (stereo unspecified)	?	20	-17%	2%	-35%	-8%
COc1ccccc1/C=C/C(=O)NCC(=O)N1CCC(N(C)C2CCCC2)CC1	-7%	-17	20%	-21%	5%	0%
Cc1cc(C(=O)N2CCc3c([nH]c4ccccc34)C2c2cccc(Cl)c2)nn1C (stereo unspecified)	?	-2	15%	39%[activator]	53%	12%
CCOc1ccc(C(=O)NNC2CC(=O)N(CCc3ccccc3)C2=O)cc1OC (stereo unspecified)	-29%	-9	3%	-16%	-13%	3%
CC(C)(C)NS(=O)(=O)c1cnc(Cl)c(Cl)c1	-23%	-24	4%	0%	-10%	-12%
CCn1c2ccccc2c2cc(NC(=O)COc3ccc(C)c(C)c3)ccc21	·	10	·	0%	·	22%
FC(F)(F)c1ccccc1NC(=S)Nc1cccc2cnccc12	3%	-28	?	35µM*	-48%	-4%
O=C(/C=C/Nc1ccc(Br)cc1F)c1ccccc1	6%	-4	2%	2%	-31%	0%
O=c1[nH]c(C2CCN(S(=O)(=O)c3ccc4c(c3)OCCO4)CC2)nc2c1nnn2Cc1c(F)cccc1Cl	-6%	-75*	-4%	8%	32%	?
CCOc1ccccc1N(C(=O)c1ccco1)C(C(=O)NC1CCCC1)c1cccs1 (stereo unspecified)	-15%	-63*	·	6%	34%	1%

Molecules from the list above with a furan ring, fused or not, in the order listed:
SMILES	HCV inhibitor	HCMV inh	FBPA Giardia inh	Sm TGR inh	AmpC inh no detg	AmpC inh detg
Cc1ccc(C(=O)/C=C/Nc2ccccc2C(N)=O)o1	-28%	53	-12%	?	·	0%
CCOc1ccccc1N(C(=O)c1ccco1)C(C(=O)NC1CCCC1)c1cccs1 (stereo unspecified)	-15%	-63*	·	6%	34%	1%

Entries of single compounds, looked up by structure. Order of values: HCV inhibitor | HCMV inh | FBPA Giardia inh | Sm TGR inh | AmpC inh no detg | AmpC inh detg
Shown for Cc1cc(C(=O)N2CCc3c([nH]c4ccccc34)C2c2cccc(Cl)c2)nn1C (stereo unspecified) = ? | -2 | 15% | 39%[activator] | 53% | 12%
Shown for COc1ccccc1/C=C/C(=O)NCC(=O)N1CCC(N(C)C2CCCC2)CC1 = -7% | -17 | 20% | -21% | 5% | 0%

Next compounds follow.
SMILES	HCV inhibitor	HCMV inh	FBPA Giardia inh	Sm TGR inh	AmpC inh no detg	AmpC inh detg
Cc1cc(NC(=O)C(=O)NCc2cccc(Cl)c2)no1	23%	9	6%	11%	-19%	-6%
CCN(CC)S(=O)(=O)c1ccc(C(C)NC(=O)Cc2c[nH]c3ccccc23)cc1 (stereo unspecified)	1%	14	-6%	-2%	-20%	-5%
CC(=O)N1CCN(S(=O)(=O)c2cccc(C(=O)Nc3nc4c(s3)CCCC4)c2)CC1	?	18	-7%	-15%	122%[activator]	-5%
CCCCC(=O)Nc1ccc(NC(=S)NC(=O)CC(C)C)cc1OC	-26%	34	7%	-34%	-27%	-1%
COC(=O)[C@H](Cc1ccccc1)NC(=O)Nc1ccc(S(N)(=O)=O)cc1	23%	-4	1%	-23%	-23%	?
Cc1nn(C(=O)c2ccccc2)c(C)c1Sc1ccc(Cl)cc1	·	-74*	·	6%	·	19%
Cc1c(C(=O)N2CCCC(C(F)(F)F)C2)oc2ccccc12 (stereo unspecified)	7%	-19	·	-9%	8%	1%
CC[C@@H]1C=C(C(=O)O)[C@H](c2ccc(Cl)c(Cl)c2)N1S(=O)(=O)c1ccc(C)cc1	11%	-32	·	·	-26%	·
O=C(NCc1ccncc1)C(=O)NCc1ccco1	15%	-18	8%	-13%	16%	-1%
Cc1cccc(-c2n[nH]c(=S)n2/N=C/c2ccco2)c1	13%	-22	-9%	6%	-50%	-12%
C=C1C(=O)[C@@]23[C@H](O)C[C@@H]4C(C)(C)CC[C@H](O)[C@@]4(C)[C@@H]2CC[C@@H]1[C@H]3O	?	-97*	-3%	20µM*	1%	?
C=CCn1c(SCC(=O)NC2CC2)nnc1-c1ccccn1	14%	-34	-21%	-15%	-7%	2%

Part of the list above, reduced to AmpC inh detg and AmpC inh no detg:
Structure | AmpC inh detg | AmpC inh no detg
CC(CNS(=O)(=O)c1ccccc1)Sc1ncccn1 (stereo unspecified) | 0% | -9%
COc1ccc(N2C(=O)[C@H]3CCC=C[C@H]3[C@@H]2c2ccccc2Br)cc1 | · | 16%

Another view of some results above.
molecule,HCV inhibitor,HCMV inh,FBPA Giardia inh,Sm TGR inh,AmpC inh no detg,AmpC inh detg
CC[C@@H]1C=C(C(=O)O)[C@H](c2ccc(Cl)c(Cl)c2)N1S(=O)(=O)c1ccc(C)cc1,11%,-32,·,·,-26%,·
O=C(NCc1ccncc1)C(=O)NCc1ccco1,15%,-18,8%,-13%,16%,-1%

The list continues:
SMILES	HCV inhibitor	HCMV inh	FBPA Giardia inh	Sm TGR inh	AmpC inh no detg	AmpC inh detg
CCOC(=O)CNC(=O)C1CCCc2c1[nH]c1ccc(Cl)cc21 (stereo unspecified)	-17%	-2	1%	0%	63%[activator]	1%
Cc1ccc(-n2[nH]c(C)c(/C=N/NC(=O)c3ccc(O)cc3O)c2=O)cc1	?	·	5%	-12%	-46%	3%
O=C(OCC(=O)c1cccs1)C1=COCCO1	-3%	-11	6%	-1%	-14%	-8%
O=S(=O)(c1ccc2oc(=S)[nH]c2c1)N1CCCCC1	-3%	-26	10%	0%	-8%	6%
O=C(NCc1ccccn1)C1CC(c2ccc(Cl)c(Cl)c2)=NO1 (stereo unspecified)	6%	60	4%	-17%	39%	7%
C=CCN1C(=O)/C(=C2\SC(N3CCOCC3)=NC2=O)c2cc(Br)ccc21	-30%	4	-4%	-15%	-23%	-12%
CCS(=O)(=O)c1ccc(O)c(N2C(=O)C3C4C=CC(C4)C3C2=O)c1 (stereo unspecified)	12%	20	6%	-28%	-12%	?
Cc1cccc(CN2CCN(C(c3ccccc3)c3ccc(Cl)cc3)CC2)c1 (stereo unspecified)	?	1	?	-20%	-11%	-8%
N#CCCn1c(SCC(=O)NCc2ccco2)nc2ccccc21	-2%	9	-5%	40µM*	-9%	-8%
Cc1noc(C)c1C(=O)Nc1nc(-c2ccccc2Cl)cs1	?	14	1%	-6%	-17%	-13%
COc1ccc(C(C(=O)NCC2CCCO2)N(C(=O)CNC(=O)c2cccs2)c2ccc(C(C)=O)cc2)cc1OC (stereo unspecified)	2%	-31	0%	·	116%[activator]	2%
CC(C)C(=O)N1c2ncnn2C2(CCCCC2)[C@@H]2CCCC[C@@H]21	·	-111*	·	-23%	·	-7%
CC(C)Cn1cc(F)c(=O)n(CC(C)C)c1=O	6%	-34	2%	2%	-7%	-13%
Cc1cn([C@H]2C[C@H](N=[N+]=[N-])[C@@H](CO)O2)c(=O)[nH]c1=O	-5%[8.37 µM]	?	4%	11%	-29%	-10%
Cc1ccc(NS(=O)(=O)c2ccc(OCC(=O)NCc3ccncc3)cc2)cc1	22%	-18	7%	-4%	-21%	?
